Screening data: PubChem, National Center for Advancing Translational Sciences (NCATS)
D1 antag – Antagonist of Human D 1 Dopamine Receptor: qHTS; D(1A) dopamine receptor (Homo sapiens), P21728; HEK293 TREx D1 cells, calcium flux, dopamine EC80; active compounds read low; activity change, negative = inhibition, % at 10 µM; 360,000 compounds, 3.2% hits; AID 504652, 2011; in the data active = activity change below about -30%; note: % is set by controls: 0 for no effect and ±100 for the full control effect
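Antagonism measured as reduced calcium response to an EC80 dopamine addition following 180 s compound pre-read; cells were inducible HEK293 Trex D1 plated overnight at 30 C, read kinetically at 1 cycle/sec.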
Anesthetic bind – qHTS Assay for Identification of Novel General Anesthetics. apoferritin/1-aminoanthracene competitive binding, fluorescence. Potency, µM (top dose mostly 77.5 µM), for the others: top-dose activity change, negative = displacement, actives largely listed as inhibitors. 350,000 compounds, 0.074% hits. AID 485281, 2010; note: potency is the fitted concentration of half-maximal effect; % is set by controls: 0 for no effect and ±100 for the full control effect; nearly all actives have a fitted effect of over 20% in size
Target sequence (P02791 2-175 limits assumed): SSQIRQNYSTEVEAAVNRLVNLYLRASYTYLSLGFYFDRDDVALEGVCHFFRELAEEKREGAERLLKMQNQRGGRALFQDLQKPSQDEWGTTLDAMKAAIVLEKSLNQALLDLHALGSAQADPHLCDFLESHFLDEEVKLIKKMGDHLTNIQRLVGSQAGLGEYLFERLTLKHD
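Horse-spleen apoferritin (10 uM) was mixed with 50% saturated 1-aminoanthracene in PBS, exposed to compounds for 10 min at room temperature, and read for fluorescence (ex 380 nm, em 535 nm). Competitive displacement was fitted with a four-parameter Hill equation.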
D2 PAM – HTS Assay for Positive Allosteric Modulators of the Human D2 Dopamine Receptor: Primary Screen for Potentiators; 340,000 compounds, 0.34% hits; HEK293 T-REx D2, calcium flux, EC20 dopamine potentiation; potentiation, % at 10 µM; D(2) dopamine receptor (Homo sapiens), P14416;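 active = potentiation over 3 SD above the plate norm, cut at about 30% in these data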; note: 0% is about no effect
Target sequence (P14416 whole entry, looked up): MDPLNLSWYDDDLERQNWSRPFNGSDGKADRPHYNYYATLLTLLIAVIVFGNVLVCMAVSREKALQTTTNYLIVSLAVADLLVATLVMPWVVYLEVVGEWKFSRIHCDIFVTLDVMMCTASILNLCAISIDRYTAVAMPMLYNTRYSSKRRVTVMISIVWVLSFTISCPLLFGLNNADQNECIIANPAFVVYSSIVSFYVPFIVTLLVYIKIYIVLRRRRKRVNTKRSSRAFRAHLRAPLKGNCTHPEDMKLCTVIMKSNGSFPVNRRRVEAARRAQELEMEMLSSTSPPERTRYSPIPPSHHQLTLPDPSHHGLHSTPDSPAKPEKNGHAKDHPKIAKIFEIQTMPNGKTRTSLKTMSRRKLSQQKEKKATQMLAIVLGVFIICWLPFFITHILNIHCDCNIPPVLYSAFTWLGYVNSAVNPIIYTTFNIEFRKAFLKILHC
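Tetracycline-induced Hek293 Trex D2 cells, force-coupled to calcium, loaded with no-wash calcium dye. Compound added with 180 s kinetic read for agonism, then EC20 dopamine and a further 180 s read for potentiation.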
D1 agonist – Allosteric Agonists of the Human D1 Dopamine Receptor: qHTS; D(1A) dopamine receptor (Homo sapiens), P21728; HEK293 T-REx D1 cells, calcium flux, agonist mode; 360,000 compounds, 1% hits; activation, % at 2 µM; in the data active = activation above about 30%; note: 0% is about no effect
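Tetracycline-induced HEK293 TREx D1 cells, force-coupled to calcium signalling, were dye-loaded with a no-wash calcium kit. Compound was pin-added after a 10 s baseline. Fluorescence was read kinetically at 1 cycle/s for 180 s, with calcium rises flagged as agonism.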
RXFP1 agonist – qHTS Assay for Agonists of the Relaxin Receptor RXFP1; Relaxin receptor 1 (Homo sapiens), Q9HBX9; HEK293T-RXFP1 cAMP TR-FRET, 30 min; response scale: percent of porcine relaxin response, buffer zero; Potency, µM (highest dose often 57.5 µM), for inactives: top-dose activation, usual class: activators; 370,000 compounds, 0.3% hits; note: potency is the fitted concentration of half-maximal effect; % is set by controls: 0 for no effect and ±100 for the full control effect; nearly all actives have a fitted effect of over 60% in size; many of its hits are not listed in these tables
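HEK293T cells stably expressing RXFP1 were pretreated with the PDE4 inhibitor Ro 20174, exposed to compounds for 30 min at 37C, lysed, and cAMP was read by TR-FRET. Data normalized to buffer (basal) and 29 nM porcine relaxin (100%).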
TRHR ag – qHTS for Small Molecule Agonists and Allosteric Enhancers of Human TRH Receptor: Primary Screen for Agonists | Thyrotropin-releasing hormone receptor (Homo sapiens), P34981 | activation, % at 2 µM | TRHR cells, calcium flux fluo-8, FDSS agonist mode | 360,000 compounds, 0.18% hits; in the data active = activation above about 30%; note: 0% is about no effect
Target sequence (P34981 whole entry, looked up): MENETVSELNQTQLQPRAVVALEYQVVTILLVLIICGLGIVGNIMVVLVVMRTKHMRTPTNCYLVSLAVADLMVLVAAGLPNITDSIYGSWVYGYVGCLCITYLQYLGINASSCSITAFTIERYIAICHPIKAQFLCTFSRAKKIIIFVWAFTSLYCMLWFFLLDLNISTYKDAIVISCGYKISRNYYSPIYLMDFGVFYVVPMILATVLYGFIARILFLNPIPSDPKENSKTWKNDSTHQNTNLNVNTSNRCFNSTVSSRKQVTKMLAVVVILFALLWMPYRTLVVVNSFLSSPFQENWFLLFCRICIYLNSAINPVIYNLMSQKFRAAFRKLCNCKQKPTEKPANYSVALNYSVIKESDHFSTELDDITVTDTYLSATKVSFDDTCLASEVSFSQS
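Agonist-mode FDSS calcium read (Ex 480/Em 530, 1 s cycles) in 1536-well TRHR cells with fluo-8 dye, after 10-cycle baseline and 23 nL compound addition; TRH at EC20 (10 nM final) added afterwards for the enhancer phase.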
D1 PAM – Potentiators of Human D1 Dopamine Receptor: qHTS. potentiation, % at 10 µM. D(1A) dopamine receptor (Homo sapiens), P21728. AID 504651, 2011. 360,000 compounds, 0.036% hits. HEK293 TREx D1 cells, calcium flux, dopamine EC20 potentiation; in the data active = potentiation above about 30%; note: 0% is about no effect
TRHR PAM – qHTS for Small Molecule Agonists and Allosteric Enhancers of Human TRH Receptor: Primary Screen for Enhancers. AID 493056, 2011. 360,000 compounds, 0.66% hits. TRHR cells, fluo-8 calcium fluorescence, EC20 TRH enhancement. Thyrotropin-releasing hormone receptor (Homo sapiens), P34981. enhancement, % at 2 µM; in the data active = enhancement above about 30%; note: 0% is about no effect
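TRHR-expressing cells loaded with fluo-8 calcium dye were read kinetically (ex 480/em 530) during compound addition, then stimulated with an EC20 of TRH (10 nM final). Enhancement of the Gq-mediated intracellular calcium response was scored.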
RXFP1 antag – qHTS Assay for Antagonists of the Relaxin Receptor RXFP1. Relaxin receptor 1 (Homo sapiens), Q9HBX9. HEK293-RXFP1, relaxin-stimulated cAMP HTRF, 30 min; active compounds read low. activity change, negative = inhibition, % at 57.5 µM. 350,000 compounds, 0.59% hits. AID 1259400, 2018;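 active = activity change of -60% or lower, but not beyond a set lower limit; inconclusive = change between -60% and -40%, or beyond the set limit; inactive = change above -40%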; note: % is set by controls: 0 for no effect and ±100 for the full control effect
* marks the source's active call; other numbers are inactive results; ? = inconclusive; . = not tested or not shown; [ ] = another dose, or the depositor's remark. Unless noted, calls come from the whole dose curve; as a rule, active = well fitted curve in the direction sought with a large enough effect; inconclusive = small, poorly fitted or top-dose-only effect, or another doubt; inactive = no such curve, though single readings can be large; an effect the other way counts as inactive or inconclusive.

SMILES	D1 antag	Anesthetic bind	D2 PAM	D1 agonist	RXFP1 agonist	TRHR ag	D1 PAM	TRHR PAM	RXFP1 antag
OC(COCc1ccc2c(c1)OCO2)CN1CCCCC1 (stereo not drawn)	23	4%	-3	10	-0.9%	0.2	-1	-2	7
Cc1ccc(S(=O)(=O)N2CCCC(C(=O)NCC(C)C)C2)cc1 (stereo not drawn)	0	-4%	10	4	0.7%	-0.5	6	6	13
COc1ccccc1NC(=O)CSc1nncn1-c1cccnc1	15	-6%	15	-2	0.7%	0.3	3	3	15
CC1=C/C(=N\N=C2\NC(=O)C(CC(=O)Nc3ccccc3)S2)CC(C)(C)C1 (stereo not drawn)	3	?	-2	0	-0.4%	-0.1	4	-1	-6
COc1ccc(CCNC(=O)CN2C(=O)COc3ccc(S(=O)(=O)N4CCOCC4)cc32)c(OC)c1	13	-9%	-2	1	1.6%	-0.6	6	19	17
COc1cc(C(=O)OC2CCN(C)CC2)cc(OC)c1OC	2	-2%	-7	0	3.1%	0.9	-4	-1	-4
CCC1(C)CC(=O)c2c(ccc3oc(C(=O)Nc4ccc(C(C)=O)cc4)c(C)c23)O1 (stereo not drawn)	-2	-22%	-2	9	7.7%	0.3	0	0	-15
O=C(Nc1ccc(Br)cc1)c1ccc(F)c(S(=O)(=O)NC2CCCCCC2)c1	-24	?	3	23	3.9%	1.9	-4	-5	-13
CC12CCC(=O)N1C(C(=O)NCCN1C(=O)S/C(=C\c3ccccc3F)C1=O)CS2 (stereo not drawn)	-8	.	5	3	2.2%	-0.8	-4	-5	7
Cc1nc2nc(C)c(NS(=O)(=O)c3cccs3)c(=O)n2[nH]1	4	11%	16	-1	-0.2%	-1.8	2	8	-8
NC(=O)Nn1c(CCC(=O)O)ccc1-c1ccc(Br)cc1	-4	-1%	1	-1	3.0%	0.0	0	-5	-9
CCc1nnc(NC(=O)c2ccc(S(=O)(=O)N3CCCCC3C)cc2)s1 (stereo not drawn)	23	-21%	-2	0	0.9%	0.1	-3	-6	2
CN(C)CCNC(=O)/C(=C/c1ccc(-c2ccc(Cl)cc2)o1)NC(=O)c1ccccc1	3	-10%	9	4	-0.8%	1.2	-5	-1	-31
CCOC(=O)c1c(C)[nH]c(C(=O)CN2C(=O)NC3(CCCC3)C2=O)c1C	29	-11%	13	2	3.3%	-0.1	0	2	6
Cc1onc(-c2ccccc2Cl)c1C(=O)O/N=C(\N)c1ccc([N+](=O)[O-])o1	8	-15%	-20	1	-0.1%	-1.3	-1	-6	-2
COc1ccc(CNC(=O)C2C3C=CC4(CN(Cc5cccnc5)C(=O)C24)O3)cc1 (stereo not drawn)	1	-2%	.	4	1.3%	-0.2	-4	1	-8
O=[N+]([O-])c1ccc(Oc2ccc(OCc3ccccc3)cc2)nc1	-9	0%	2	12	-4.2%	-0.4	-7	3	1
O=c1[nH]c(N/N=C\c2ccc(F)cc2)nc2ccccc12	6	-14%	0	0	1.8%	0.2	5	-1	-19
CCc1ccc(C2=NN(CCC(=O)NC(C)c3ccc4c(c3)OCCO4)C(=O)CC2)cc1 (stereo not drawn)	19	-23%	1	-1	1.1%	-0.7	10	5	-11
Cc1cc(C(=O)OCC(=O)N2CCN(C(=O)c3ccco3)CC2)c(C)n1-c1ccc(F)cc1	-19	-14%	4	2	1.6%	-0.4	-3	-3	2
CCc1cccc(OCCCCNCCOC)c1	11	-11%	11	6	-1.6%	-1.0	1	18	-2
O=[N+]([O-])c1cc(/C=N/N2CCN(C3c4ccccc4-c4ccccc43)CC2)ccc1Cl	-1	-10%	11	3	-0.1%	-0.2	-3	-2	.
Cc1cc(C)c(S(=O)(=O)N2CCN(c3ccccn3)CC2)c(C)c1	-2	.	8	3	-1.4%	0.0	-6	3	-95*
COc1ccc(Nc2nc(N3CCCCC3)nc(N3CCCCC3)n2)c(OC)c1	6	-19%	13	-1	-0.4%	-0.2	10	11	4
CCCOC(=O)CSc1nc(N2CCOCC2)c2c(c1C#N)CC(C)(C)OC2	5	-6%	-4	1	0.2%	-0.6	5	0	11
COc1cccc(CNC(=O)CC2C(=O)NCCN2Cc2ccoc2)c1OC (stereo not drawn)	-2	-12%	11	0	-0.9%	0.5	-1	0	14
COc1cc(/C=C/C(=O)O)cc(S(=O)(=O)NCc2ccco2)c1OC	9	-1%	1	3	2.1%	0.2	1	4	-9
COCCC(=O)N1CCC(Oc2ccc(C(=O)N3CCCCCCC3)cc2)CC1	-22	-20%	-9	4	1.0%	0.1	-10	-7	3
CCc1n[nH]c(=S)n1/N=C/c1cccc2ccccc12	3	-16%	-2	3	-0.1%	-0.5	-3	-5	3
Cc1nc2nc(C)c(CCC(=O)N3CCOCC3)c(C)n2n1	-12	-5%	1	2	6.1%	-0.2	-5	-2	0

Records above shown as hits in RXFP1 antag.
Molecule	D1 antag	Anesthetic bind	D2 PAM	D1 agonist	TRHR ag	D1 PAM	TRHR PAM	RXFP1 antag
Cc1cc(C)c(S(=O)(=O)N2CCN(c3ccccn3)CC2)c(C)c1	-2	.	8	3	0.0	-6	3	-95*

Further results:
SMILES	D1 antag	Anesthetic bind	D2 PAM	D1 agonist	RXFP1 agonist	TRHR ag	D1 PAM	TRHR PAM	RXFP1 antag
CCc1ccc(N(CC(=O)NC2CCCCC2)C(=O)CNC(=O)c2ccco2)cc1	-5	2%	.	1	-3.3%	0.3	-10	-2	20
CCc1ccccc1NC1=NCC(=O)N1C1CCCC1	-18	-6%	9	0	0.8%	-0.4	-5	-3	-9
Cc1ccc(NC(=S)NNC(=O)c2nnn(-c3ccccc3)c2C)cc1	-14	-8%	4	-1	2.4%	-1.2	-1	-3	-1
CCOc1ccc(N2C(=O)C3ON(C)C(c4ccc([N+](=O)[O-])cc4)C3C2=O)cc1 (stereo not drawn)	-24	2%	-7	6	0.0%	-0.1	-3	-15	4
O=C(CCN1C(=O)/C(=C/c2ccccc2Cl)SC1=S)N1CCOCC1	1	-10%	2	7	1.5%	-0.6	1	-1	-13
Cc1cccc(NC(=O)CSc2nc3[nH]c(=O)cc(O)c3s2)c1	-32*	.	4	2	-0.5%	0.1	6	5	0
O=C(c1ccco1)N1CCN(c2nc3ccc(Cl)cc3s2)CC1	.	5%	-6	7	3.2%	0.1	-3	-2	-13
O=C(NNC(=S)NCc1ccccc1)c1cccc([N+](=O)[O-])c1	-29	-9%	1	3	0.0%	0.4	-10	-3	-11
C=CCOc1ccc(-c2nc3c(c(=O)[nH]c(=O)n3CCC)n2CCCC)cc1	5	-2%	-5	2	0.1%	-1.0	6	-8	-7
COc1ccc(C2=NOC(C(=O)NCc3ccc(F)cc3)C2)cc1 (stereo not drawn)	7	-6%	16	11	5.0%	-1.0	1	9	1

Next section, starting with the last two of the part before.
SMILES	D1 antag	Anesthetic bind	D2 PAM	D1 agonist	RXFP1 agonist	TRHR ag	D1 PAM	TRHR PAM	RXFP1 antag
C=CCOc1ccc(-c2nc3c(c(=O)[nH]c(=O)n3CCC)n2CCCC)cc1	5	-2%	-5	2	0.1%	-1.0	6	-8	-7
COc1ccc(C2=NOC(C(=O)NCc3ccc(F)cc3)C2)cc1 (stereo not drawn)	7	-6%	16	11	5.0%	-1.0	1	9	1
O=C(Cc1ccc([N+](=O)[O-])cc1)Nc1cccnc1	-9	-1%	-8	3	1.9%	-2.0	-2	-4	1
Cc1cc(C)nc(SCCS(=O)(=O)Cc2ccccc2)n1	5	-16%	0	2	1.1%	0.1	-2	0	14
O=C(O)CCN1C(=O)/C(=C\c2ccc(-c3nc4ccccc4s3)o2)SC1=S	4	-4%	21	1	-3.2%	1.1	-1	8	-5
Cn1nnnc1SCC(=O)Nc1ccccc1C(N)=O	24	-15%	5	5	2.7%	-0.8	-3	-2	-5
Cc1cccc(C)c1NC(=O)C(c1ccc([N+](=O)[O-])cc1)N(C)C(=O)c1ccccn1 (stereo not drawn)	-2	-14%	2	2	-0.2%	-0.7	-1	4	1
CCOC(=O)c1cnc2ccc(OC)cc2c1Nc1ccc2c(c1)OCCO2	-28	?	-9	2	0.1%	-0.4	-6	-5	-15
COc1ccc(CCNC(=O)CCNS(=O)(=O)c2cccc3nsnc23)cc1OC	-21	1%	-7	1	1.2%	-1.0	-5	-2	6
COc1cc(OC)c(C2C(C(=O)Nc3ccccc3)=C(C)Nc3ncnn32)cc1OC (stereo not drawn)	5	-11%	0	4	0.3%	-0.5	-6	1	-4
CCOc1ccccc1NC(=O)C1COc2ccccc2O1 (stereo not drawn)	22	-12%	2	2	2.6%	-1.0	-5	-3	4
Cc1ccc(C(=O)NC2CCCN(c3ccc(C(F)(F)F)cn3)C2)cn1 (stereo not drawn)	-5	-2%	-2	3	-1.0%	-0.2	2	-2	3
CCOC(=O)c1cccnc1SC(CC)C(=O)NCc1ccco1 (stereo not drawn)	3	-17%	-5	2	-0.3%	-0.1	-3	-2	-12
COc1ccc(S(=O)(=O)N2CCCC(C(=O)N3CCOCC3)C2)cc1OC (stereo not drawn)	-1	-9%	28	0	3.6%	-0.3	-10	7	-4
O=C(NCc1ccc2c(c1)OCO2)c1ccncc1	-4	-11%	-7	3	-0.8%	0.2	-5	-5	-10
CN(C)S(=O)(=O)c1ccc(NC(=O)c2cc(F)c(F)cc2Cl)cc1	-24	-18%	2	2	-4.2%	0.3	-7	-1	.
CN(C)C(=O)CCN1CCOCC1	10	-4%	-14	2	-0.6%	0.8	1	13	-4
O=[N+]([O-])c1cc(/C=N/NC(=S)Nc2ccccc2Cl)ccc1Cl	-26	?	-8	2	-1.0%	2.4	-4	-2	-27
Cc1ccc(N(C(C)C(=O)NCc2ccncc2)S(C)(=O)=O)cc1C (stereo not drawn)	-17	-1%	0	1	-2.1%	0.5	2	3	-22
C/C(=N\NC(=S)NCc1ccccc1)c1cccs1	-1	31%[activator]	13	-3	-0.6%	-0.1	-1	1	-11

A portion of the library; the hit share may differ from the screen's.
